CRFBP-R2 block – antagonists of CRF-binding protein/CRF-R2 receptor complex | inhibition, % at 11.8 µM | HEK293 CRF-R2/CRF-BP, CRF-induced calcium fluorescence | 0.59% of 350,000 active;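 active means inhibition of the ligand-induced calcium signal above about 50% at the single tested concentration, limit read from the data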
CHRM5 agonist – agonists of human muscarinic M5 receptor (CHRM5) | P08912 | CHO-K1 hM5 cells, Fluo-8 calcium fluorescence; 0% DMSO wells, 100% maximal acetylcholine response | activation, % at 3 µM | 0.19% of 360,000 active | AID 624037;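 active means activation above the run's mean over test compounds plus 3 SD, cut at about 23% in these data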;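 further: signal is peak over basal fluorescence ratio across the kinetic read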
Target sequence (P08912 whole entry, looked up): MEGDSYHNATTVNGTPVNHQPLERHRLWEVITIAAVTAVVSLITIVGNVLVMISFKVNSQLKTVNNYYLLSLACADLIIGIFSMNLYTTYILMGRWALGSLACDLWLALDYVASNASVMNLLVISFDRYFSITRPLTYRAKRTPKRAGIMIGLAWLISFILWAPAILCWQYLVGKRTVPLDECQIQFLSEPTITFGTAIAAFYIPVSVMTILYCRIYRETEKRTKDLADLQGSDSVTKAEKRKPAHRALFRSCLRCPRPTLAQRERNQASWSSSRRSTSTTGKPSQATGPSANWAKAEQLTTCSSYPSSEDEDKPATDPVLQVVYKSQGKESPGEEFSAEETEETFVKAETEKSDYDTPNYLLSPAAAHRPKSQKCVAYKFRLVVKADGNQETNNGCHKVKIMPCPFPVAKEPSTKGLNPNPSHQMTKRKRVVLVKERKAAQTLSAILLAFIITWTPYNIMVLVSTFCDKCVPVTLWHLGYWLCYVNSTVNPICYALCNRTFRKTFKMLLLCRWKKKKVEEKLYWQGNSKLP
M5 antag – CHRM5 antagonism in calcium assay; P08912; CHO-hM5 cells, Fluo-8 calcium fluorescence, ACh EC80; inhibition, % at 3 µM; 0.59% of 360,000 active;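 active means inhibition above a per-plate cutoff, the mean of that plate's test compounds plus 3 SD, cut at about 27% in these data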;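 further: 0% = acetylcholine EC80 with DMSO and 100% = DMSO without agonist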
M4 PAM – CHRM4 positive allosteric modulation; activation, % at 3 µM; CHO-K1 hM4/Gqi5, Fluo-8 calcium fluorescence, ACh EC20; 0% = ACh EC20, 100% = maximal ACh; P08173; 0.4% of 360,000 active;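 active means activation above its plate's cutoff, the mean activation of sample wells plus 3 SD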; further: some results filed as inactive read as strong as hits
CHRM5 PAM – potentiates acetylcholine response at human M5 receptor; P08912; CHO-K1 hM5, Fluo-8 calcium, ACh EC20 PAM; 0% = ACh EC20, 100% = ACh EC100; activation, % at 3 µM; 0.3% of 360,000 active; AID 624038;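 active means activation above the run cutoff, the mean activation of all test compounds plus 3 SD, cut at about 18% in these data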
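Test system: CHO-K1 hM5 cells / Doses: single-point, 3 µM nominal / Times: Post-acetylcholine fluorescence recording 140 s / Technique: Fluo-8 calcium fluorescence / Measure: Max/basal fluorescence ratio as % of EC20–EC100 ACh window / Benchmarks: low control EC20 acetylcholine (0%), high control EC100 acetylcholine (100%) / Replicates: one well per compound, no replicates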
M1 PAM parental – M1 PAM counterscreen hit in parental CHO-K1 cells | ATP EC20, Fluo-8 calcium fluorescence; 0% at ATP EC20, 100% at ATP max | activation, % at 3 µM | 0.02% of 360,000 active;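 active means activation above the run cutoff, the mean activation of all test compounds plus 3 SD, cut at about 40% in these data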;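 further: peak over basal fluorescence ratio in a 140 s read after ATP addition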
TAAR1 antag – antagonists of human TAAR1; Q96RJ0; CHO RD-HGA16 TAAR1, Fluo-8 calcium fluorescence, antagonist; inhibition, % at 3 µM; 1.5% of 360,000 active; AID 624466;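 active means inhibition above a per-plate cutoff, the mean inhibition of test compounds on that plate plus 3 SD, cut at about 49% in these data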;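 further: 0% = DMSO plus EC80 beta-PEA response and 100% = DMSO alone without agonist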
Target sequence (Q96RJ0 whole entry, looked up): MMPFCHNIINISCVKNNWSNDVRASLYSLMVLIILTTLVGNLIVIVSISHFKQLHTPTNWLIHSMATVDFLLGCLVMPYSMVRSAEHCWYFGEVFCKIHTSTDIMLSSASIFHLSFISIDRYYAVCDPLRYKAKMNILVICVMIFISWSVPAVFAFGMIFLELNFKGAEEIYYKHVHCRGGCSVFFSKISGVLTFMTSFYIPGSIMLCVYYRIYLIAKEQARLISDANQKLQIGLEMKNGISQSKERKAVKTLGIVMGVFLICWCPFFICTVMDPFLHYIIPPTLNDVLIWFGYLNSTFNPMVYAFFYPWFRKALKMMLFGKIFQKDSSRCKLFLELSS
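Test system: RD-HGA16 CHO cells with stable hTAAR1 and Gα16 / Probe or stimulus: EC80 β-phenethylamine stimulus / Times: seeding 17-24 h prior, 75-min 37 °C, 30-min RT dye loading / Detection: Fluo-8 calcium-sensitive fluorescence / Read-out basis: % inhibition scaled between DMSO and EC80 PEA controls / Repeats: singlicate, one well per test compound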
TAAR1 agonist – agonists of human TAAR1. CHO RD-HGA16 TAAR1, Fluo-8 calcium fluorescence; vehicle wells 0%, saturating PEA agonist 100%. activation, % at 3 µM. 0.99% of 360,000 active;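 active means activation above the mean activation of all test compounds in the run plus 3 SD, cut at about 38% in these data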
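Assay system – CHO-derived RD-HGA16 cells with stable Gα16 and human TAAR1 · Compound dosing – one-point dosing at 3 µM (nominal) · Incubation – 17-24 h seeding, 75 min 37 °C dye, 30 min RT · Measured by – kinetic Fluo-8 calcium fluorescence · Control set – DMSO vehicle as 0%, PEA at EC100 as 100% · Repeats – single well for each compound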
CRFBP-R2 agonist – CRF-BP/CRF-R2 complex agonism; AID 588473; 0.46% of 350,000 active; HEK293 CRF-R2/CRF-BP, calcium dye fluorescence (FLIPR); percent of saturating CRF peptide response; activation, % at 13.2 µM;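 active means activation of at least 50%, plus an integration ratio under a set limit after plate pattern correction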;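 further: plate controls were neutral control wells without compound for no effect and CRF at EC100 for full effect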
* hit, by the source's call; x = no result given; & = joins results of further samples.

SMILES | CRFBP-R2 block | CHRM5 agonist | M5 antag | M4 PAM | CHRM5 PAM | M1 PAM parental | TAAR1 antag | TAAR1 agonist | CRFBP-R2 agonist
Cc1ccc(C2=NN(C(=O)CCC(=O)O)C(c3cn(-c4ccccc4)nc3-c3ccc(C)cc3)C2)cc1 (stereo unspecified) | 15 | -2 | -3 | -6 | 1 | 18 | 10 | -1 | 0.4
COc1ccc(CCN(C)C(=O)c2ccc3c(=O)n4c(nc3c2)CCCCC4)cc1OC | 4 | 2 | 8 | 2 | 2 | -6 | 4 | 6 | -0.4
CCCCOc1ccc(N(CC(=O)NCC2CCCO2)C(=O)CCC(=O)Nc2nccs2)cc1 (stereo unspecified) | -40 | -8 | 1 | 4 | 0 | 26 | -7 | 1 | 20
CCOC(=O)C1(Cc2ccccc2)CCCCCC1=O (stereo unspecified) | 12 | 3 | 10 | 0 | -4 | 5 | -16 | 0 | -5.0
COC(=O)c1[nH]c2ccc(Br)cc2c1NC(=O)CN1CCCc2ccccc21 | -10 | -7 | 4 | -6 | 5 | 2 | 19 | 15 | -0.3
O=C(NC12CC3CC(CC(C3)C1)C2)N1CCN(c2ccccc2)CC1 | -14 | 0 | -7 | 0 | 16 | -6 | 1 | 7 | 9.1
CC(=O)Nc1cc(-c2ccc(C(=O)NC3CC3)cc2)cn2c(-c3ccc(F)c(Cl)c3)cnc12 | x | 0 | 5 | 2 | 0 | 1 | -1 | 2 | x
CC(C)(C)NCc1cc(Cl)ccc1OCc1ccccc1F | -4 | -8 | 7 | -4 | 1 | 16 | 2 | 8 | -1.0
CCCCN(CC)Cc1c(O)ccc2c(-c3ccccc3)cc(=O)oc12 | 5 | -12 | 4 | -26 | 3 | 3 | -9 | 0 | -2.3
O=C(O)Cc1n[nH]c(=O)c2ccccc12 | 8 | -1 | -7 | 21 | 4 | 24 | 3 | -1 | -1.1
CCC(C)N(C(=O)Cn1c(Cl)nc2c1c(=O)n(C)c(=O)n2C)C1CCS(=O)(=O)C1 (stereo unspecified) | 0 | -1 | 0 | 3 | 2 | -20 | -18 | 1 | 0.2
COc1ccc(NC(=O)CSc2nccn2Cc2ccco2)cc1 | -6 | -4 | 11 | 7 | -2 | 13 | -10 | 0 | -0.3
Cc1cc(Cl)ccc1C(=O)C1CCCN(C(=O)c2cc(C(C)C)no2)C1 (stereo unspecified) | -8 | -1 | 10 | -6 | 0 | 13 | 3 | -2 | -1.1
CC(NC(=O)c1cc2sccc2n1C)c1ccc2c(c1)OCCO2 (stereo unspecified) | 7 | -2 | 0 | -3 | 1 | 29 | 18 | 8 | -6.3
O=Cc1cnc(N2CCN(Cc3ccccc3)CC2)s1 | 10 | -1 | 4 | -9 | -3 | 9 | 4 | 6 | -1.6
Cc1cc2cc(C#N)c(SCC(=O)Nc3nonc3C)nc2cc1C | -3 | -1 | -3 | -11 | 10 | 7 | -14 | 10 | 5.8
Cc1c(OCC(=O)NCCCN2CCOCC2)ccc2c3c(c(=O)oc12)CCCC3 | -8 | -4 | 8 | 0 | 2 | 5 | -21 | 1 | 0.7
COC(=O)CN1C(=O)C(O)(CC(=O)c2ccc(C)cc2)c2cc(Br)ccc21 (stereo unspecified) | 0 | 0 | 0 | 2 | -1 | 11 | -16 | 1 | -1.4
Cc1ccccc1NC(=O)Cc1nnc(NC(=O)Nc2ccccc2F)s1 | 10 | 0 | 7 | 3 | 3 | 0 | 3 | 15 | 0.6
COc1ccc(C(=O)N(NC(=O)Oc2ccccc2)C(C)(C)C)cc1 | -11 | 3 | 7 | 27 | -7 | 4 | -8 | 0 | 0.8
COC(=O)c1ccccc1NC(=O)Cn1c(=O)n(Cc2ccccc2)c(=O)c2c(C)c(C)sc21 | 12 | -2 | -1 | -6 | -5 | -8 | 1 | 4 | 2.3
COc1ccc(CCNCC(O)COc2cccc(Br)c2)cc1 (stereo unspecified) | -58 | -3 | 1 | -10 | -8 | 5 | -12 | 14 | 0.1
Cc1cc(C(=O)N2CCN(c3ncccn3)CC2)sc1-c1ccccc1 | 18 | 0 | -6 | 2 | 5 | 10 | -3 | 11 | -0.3
Cc1nc2c(OCCN3C(=O)c4ccccc4C3=O)cccn2c1N(C)C(=O)CCC1CCCC1 | x | 0 | 0 | 6 | 2 | 26 | 18 | 1 | x
CCOC(=O)/C(=C\c1ccc(Cl)cc1)c1nc2sc(C)c(C)c2c(=O)[nH]1 | -48 | 0 | -2 | 9 | 14 | 25 | 92* | 14 | 3.1

Quoted from the listing.
Entry of `O=Cc1cnc(N2CCN(Cc3ccccc3)CC2)s1` in CHRM5 PAM: -3
Entry of `CC(NC(=O)c1cc2sccc2n1C)c1ccc2c(c1)OCCO2` (stereo unspecified) in CRFBP-R2 block: 7
Entry of `CC(=O)Nc1cc(-c2ccc(C(=O)NC3CC3)cc2)cn2c(-c3ccc(F)c(Cl)c3)cnc12` in TAAR1 agonist: 2

Continued.
SMILES | CRFBP-R2 block | CHRM5 agonist | M5 antag | M4 PAM | CHRM5 PAM | M1 PAM parental | TAAR1 antag | TAAR1 agonist | CRFBP-R2 agonist
O=S(=O)(Cc1ccccc1)NC1c2ccccc2Oc2ccccc21 | -14 | -5 | 8 | -5 | -5 | -9 | 8 | 0 | -1.9
c1ccc2c(c1)nc(Nc1ccc(N3CCCCC3)cc1)c1nncn12 | -11 | -1 | 9 | 1 | -1 | 15 | -43 | -3 | 1.2
NCC(O)CN(c1ccccc1)c1ccccc1 (stereo unspecified) | 18 | -4 | -5 | 8 | -1 | -9 | 16 | 14 | 0.7
Cc1ncc(CN2CCCC(CCC(=O)NCc3ccc(F)c(F)c3)C2)s1 (stereo unspecified) | 7 | -10 | -9 | -13 | 0 | 8 | -20 | 0 | -1.8
c1cc(-c2cc3cc(N4CCOCC4)ccc3o2)cs1 | -9 | 2 | 6 | 8 | -4 | 6 | 1 | 10 | -0.5
COC(=O)C(Cc1ccc(O)cc1)NC(=O)c1ccc2c(c1)OCCO2 (stereo unspecified) | -9 | 3 | 5 | -2 | 4 | -13 | -3 | 2 | 1.1
O=S(=O)(c1ccc(NCC2CCCCC2)nc1)N1CCOCC1 | -15 | -7 | -1 | -4 | -3 | 10 | 16 | 0 | 0.4
CCOc1ccc2c(c1)c1nnc(SCC(=O)N3CCCCC3C)nc1n2C (stereo unspecified) | -4 | 0 | 3 | 3 | -5 | 13 | -8 | 17 | -1.1
Cc1ccccc1OCCn1cc(C(=O)O)c2ccccc21 | 4 | 5 | 0 | 8 | 9 | -9 | -5 | 2 | -0.5
O=C1CSc2ccc(C(=O)NCCc3ccc(Cl)cc3Cl)cc2N1 | 4 | 2 | 9 | 1 | -14 | 0 | 23 | 7 | -0.6
O=C(O)C(Cc1ccccc1)N1C(=O)/C(=C/c2cccnc2)SC1=S (stereo unspecified) | 11 | -3 | 5 | 3 | -5 | 18 | -15 | 5 | -0.7
O=C(NC(=S)Nc1ccc(O)cc1)C1CCCC1 | -7 | 1 | -3 | 4 | 1 | 13 | -2 | 0 | 0.5
Cc1ccc(C)c(S(=O)(=O)N2CCN(C(=O)c3ccc(C)s3)CC2)c1 | -5 | -4 | -8 | 1 | 1 | 10 | -11 | -1 | -2.0
COc1cc(/C=C2/SC(N)=NC2=O)ccc1Oc1ccc([N+](=O)[O-])cc1[N+](=O)[O-] | -2 | -2 | 1 | 2 | 1 | 19 | -3 | -1 | -0.8
Cc1ccc(NC(=O)COC(=O)[C@H](C)NC(=O)c2ccccc2)cc1S(=O)(=O)N1CCOCC1 | 3 | 3 | -1 | 2 | -4 | -8 | -17 | 4 | 0.1
Cc1ccc(C)c(NC(=O)COC(=O)CCc2ccc(S(=O)(=O)N3CCOCC3)cc2)c1 | -3 | 3 | 0 | 11 | 2 | 18 | -33 | 3 | 1.3
C#CCn1ccc(O)c(Cc2c(F)cccc2Cl)c1=O | -7 | -2 | 5 | -3 | -4 | 8 | -3 | 1 | 1.4
CC1=CC(Cc2ccccc2)N(C)C(C(N)=O)C1 (stereo unspecified) | x | 0 | 9 | -2 | -5 | 1 | x | x | x
N[C@H]1C(O)O[C@H](CO)[C@@H](O)[C@@H]1O (stereo partly specified) | -10 | 0 | 10 | -2 | -3 | 14 | 10 | 1 | 0.9
Cc1ccc(N(CC(=O)N2CCN(c3ccc(F)cc3)CC2)S(=O)(=O)c2c(C)noc2C)cc1 | -31 | -4 | 12 | -7 | -7 | 3 | 5 | -2 | -0.5
COc1ccc(NC(=O)Cc2nnc(SCC(=O)NC3CCCCC3)n2C)cc1 | 3 | -2 | -6 | 1 | 2 | 14 | -1 | 0 | 0.3
CCCn1nnnc1SCC(=O)N1CCCc2ccccc21 | 14 | -4 | -2 | 2 | -1 | 6 | -1 | 5 | -0.7
O=C(c1cccc(S(=O)(=O)N2CCOCC2)c1)N1CCN(c2ccc(F)cc2)CC1 | 0 | -2 | -5 | 14 | -5 | 8 | 2 | -1 | -1.5
CC(=O)/C=C(/C)NC(Cc1c[nH]c2ccccc12)C(=O)O (stereo unspecified) | 17&13 | 2&-1 | 2&-5 | 15&10 | -6&-3 | -8&4 | -1&-21 | -1&7 | -0.1&1.1
Cc1cc(=O)[nH]c(SCC(=O)Nc2ccc(Br)cc2)c1C#N | 63* | 11 | 5 | -6 | -12 | -18 | -5 | 15 | 67*
O=C(Nc1cccc2c1CCCC2)C1CCN(c2nnnn2-c2ccccc2)CC1 | -5 | -1 | 5 | -8 | -8 | 5 | -10 | 8 | -1.1
CCc1cccc(NC(=S)N(CCCOC(C)C)C2CCN(C(C)=O)CC2)c1 | -8 | -3 | 8 | -3 | -6 | -21 | 0 | 0 | 2.2
CC1CCCN(CCCNC(=O)C2CCN(S(=O)(=O)N3CCC4(CC3)OCCO4)CC2)C1 (stereo unspecified) | -6 | -2 | 4 | -2 | 3 | 14 | -17 | 8 | 0.0
O=C(Cn1cncn1)NCc1ccc(Cl)cc1 | 8 | 0 | 6 | -1 | -7 | 9 | -18 | 2 | 3.0
C/C(=N\N(c1ccccc1)c1ccccc1)c1ccc(O)cc1 | -3 | -2 | 9 | 6 | -6 | 4 | 6 | -4 | -0.4
CCN1C(=O)[C@H]2[C@@H](c3ccc(C(F)(F)F)cc3)N[C@]3(CCCN(CC4CCCCC4)C3=O)[C@H]2C1=O | -4 | -1 | -4 | 15 | 3 | 5 | -8 | -2 | 0.7

Screening results as filed in PubChem.

Rows are unselected; overall some 4.2% were active at least once.
